# Compound activity (PubChem)
# mHTT CaM bind – mutant huntingtin-calmodulin interaction inhibitors – biochemical, AlphaScreen, primary screen; 190,000 compounds, 3.6% hits; AID 1671202, 2021; AlphaScreen His-mHTT/GST-CaM binding, luminescence; inhibition, % at 15 µM; P42858;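 note: 0% = both proteins with DMSO and 100% = one protein alone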
# Pf apPOL block – Pf-apPOL inhibitors, biochemical, fluorescence; inhibition, % at 10 µM; Plasmodium falciparum apicoplast DNA polymerase (apPOL); 210,000 compounds, 0.25% hits; Recombinant Pf-apPOL, molecular beacon fluorescence, 1.5 h
# An asterisk follows results filed as active; · = no result given. Cut-off read from the data, not from the text of the source: active = inhibition above about 50%; inactive = the rest.
No.	molecule	mHTT CaM bind	Pf apPOL block
1	COc1cc(/C=C/C(=O)Nc2ccc3nc(N4CCOCC4)cc(C)c3c2)cc(OC)c1OC	26.0	-0.7
2	Cc1ccc(-n2nnnc2CN2CCN(C(=O)CSc3nnnn3C)CC2)cc1	-3.3	-5.5
3	CCc1ccc(NC(=O)CN2C(=O)C(c3ccc(Cl)cc3)=NC2(C)C)cc1	-4.0	-2.6
4	CCCc1nc2cccnc2n1C1CCN(C(=O)c2ccc(CC)cc2)C1 (centres undefined)	40.2	0.1
5	COc1ccc(NC(=O)ON=c2oc3cc4c(cc3c3c2CCCC3)CCC2(CCCCC2)O4)cc1OC	-2.0	-5.7
6	CCOC1=NN(c2ccc([N+](=O)[O-])cc2)C(=O)/C1=C\c1cc(OC)c(OC)c(OC)c1	12.0	29.1
7	O=C(c1ccccc1)N1CCc2sc(C(=O)N3CCN(c4ccc(F)cc4)CC3)cc2C1	26.1	-4.4
8	COc1ccc(CNc2ccc(C)c(C)c2)cc1Br	81.2*	-1.9
9	O=C(NCC(O)C1CCCCC1)c1cnccn1 (centres undefined)	-1.8	2.9
10	CS(=O)(=NS(=O)(=O)c1ccc(S(=O)(=O)c2ccc(C(F)(F)F)cn2)s1)c1ccc(Cl)cc1 (centres undefined)	·	-7.8
11	O=[N+]([O-])c1cnc(N2CCCCC2)nc1	-3.4	·
12	COc1ccc(-c2cc3n(n2)CCCN(C(=O)NCCc2ccccc2)C3)cc1	-7.7	0.1
13	CCCN1COc2ccc3c(=O)c(-c4ccc(OC)c(OC)c4)coc3c2C1	-6.1	-4.5
14	CCC(=O)N1CCc2sc(C(=O)NCCN3CCCCC3C)cc2C1 (centres undefined)	-1.5	-5.6
15	O=S1(=O)N[C@@H](Cc2ccccc2)COc2cc(N3CCCCC3)ccc21	3.6	-41.9
16	CN1CCCN(Cc2ccc(F)cc2F)CC1	1.1	-2.6
17	CN(C)c1ccc(CNC(=O)c2cc3c(s2)CCN(C(=O)c2ccc(F)cc2)C3)cc1	42.6	-4.8
18	Cc1cccc(OCC(=O)N2CCCC(OCc3nc(C)no3)C2)c1 (centres undefined)	-7.4	-7.6
19	Cc1cc(C)nc(NC(=O)c2c(-c3ccccc3Cl)noc2C)c1	-1.0	-0.1
20	CC(C)c1cc(C2CCCN2Cc2cccs2)no1 (centres undefined)	-9.3	-0.3
21	CCOc1ccc(/C=C2\SC(=O)N(CC(=O)N3CCOCC3)C2=O)cc1OCC	16.0	-4.8
22	COc1ccc(C2=NN(CC(=O)NCCCN(C)c3ccccc3)C(=O)CC2)cc1	29.0	5.1
23	O=C1c2ccccc2NC(c2cccc(F)c2)N1Cc1ccco1 (centres undefined)	0.0	-2.6
24	O=c1oc2ccccc2cc1-c1ccc(N=Cc2ccc([N+](=O)[O-])cc2)cc1	-5.0	-0.2
25	CCC(C)NC(=O)c1ccn2c(-c3ccccc3Br)nnc2c1 (centres undefined)	5.7	-0.9
26	Cc1cccc(Cn2cnc3scc(-c4cccc([N+](=O)[O-])c4)c3c2=O)c1	-1.8	-0.9
27	C#CCOCC1CCN(C(=O)NCCc2ccc(OC)cc2)CC1	8.1	-15.9
28	CC(C)c1ccc(NC(=O)O[C@H]2CC[C@@]34CCCN3C(=O)CCC[C@H]4[C@H]2C)cc1	-42.9	1.9
29	Cc1onc(-c2ccccc2Cl)c1C(=O)Nc1ccc(F)c(Cl)c1	14.0	-2.1
30	CC(NC(=O)c1cc(C(=O)NC(C)c2ccccc2)cc([N+](=O)[O-])c1)c1ccccc1 (centres undefined)	2.6	0.6
31	Cc1ccccc1C1=N/C(=C\c2ccc(Cl)cc2)C(=O)O1	1.0	-1.8
32	Cc1ccccc1OCC(=O)Nc1ccc(-c2cc3ccccc3oc2=O)c(C)c1	-5.0	-2.7
33	CC(C)n1c(C2CCN(C(=O)CCC3CCCCC3)C2)nc2ccncc21 (centres undefined)	14.4	-3.5
34	CN(c1cc2c(c3c1ccn3C)C1CCC2C1)C1CCCCC1 (centres undefined)	70.3*	-3.2
35	O=C(Nc1cccnc1Cl)C1c2ccccc2Oc2ccccc21	-4.0	-4.3
36	Cc1cc(C)n2c(N)c(-c3ccc(F)c(F)c3)nc2n1	-0.2	-3.2

# A second format for part of the listing above.
[30] CC(NC(=O)c1cc(C(=O)NC(C)c2ccccc2)cc([N+](=O)[O-])c1)c1ccccc1 (centres undefined)
[31] Cc1ccccc1C1=N/C(=C\c2ccc(Cl)cc2)C(=O)O1
[32] Cc1ccccc1OCC(=O)Nc1ccc(-c2cc3ccccc3oc2=O)c(C)c1
[33] CC(C)n1c(C2CCN(C(=O)CCC3CCCCC3)C2)nc2ccncc21 (centres undefined)
[34] CN(c1cc2c(c3c1ccn3C)C1CCC2C1)C1CCCCC1 (centres undefined)
[35] O=C(Nc1cccnc1Cl)C1c2ccccc2Oc2ccccc21
[36] Cc1cc(C)n2c(N)c(-c3ccc(F)c(F)c3)nc2n1
Screen / compound no.,30,31,32,33,34,35,36
mHTT CaM bind,2.6,1.0,-5.0,14.4,70.3*,-4.0,-0.2
Pf apPOL block,0.6,-1.8,-2.7,-3.5,-3.2,-4.3,-3.2

# Other entries follow:
No.	molecule	mHTT CaM bind	Pf apPOL block
37	O=C(CCCn1nc(-c2cccs2)ccc1=O)Nc1ccc(-c2ccc(=O)[nH]n2)cc1	-4.2	-6.3
38	CCC(Sc1nncn1C)C(=O)Nc1cc(C)on1 (centres undefined)	-0.3	-9.5
39	O=C(C=C(C(=O)c1ccccc1)c1ccccc1)c1ccc2c(c1)OCCO2	·	1.5
40	CSc1cccc(NC(=O)C2CCCN(c3nccc(C)n3)C2)c1 (centres undefined)	6.4	-6.9
41	O=C(CCCCCn1nnc2ccccc2c1=O)N1CCN(C2CCCCC2)CC1	11.0	-4.3
42	CCCOC(=O)C1C2C=CC3(CN(c4cccc(Cl)c4)C(=O)C13)O2 (centres undefined)	-1.3	-1.1
43	COc1ccccc1CN1CC(C(=O)N(C)C2CCN(C)CC2)CC1=O (centres undefined)	-4.7	-3.6
44	COc1ccc2c(c1)c(=O)oc1cc3occ(-c4ccccc4)c3cc12	-1.0	3.9
45	COc1ccc(S(=O)(=O)Nc2ccc(O)c(C)c2C)cc1	-1.5	0.3
46	O=S(=O)(NCCN1CCCC1)c1ccc(Cl)cc1	·	-4.4
47	Cc1nn(C)c(NNC(=O)C(C)(C)C)c1[N+](=O)[O-]	·	-1.0
48	COc1cccc(OC)c1C(=O)N1CCN(Cc2cccc([N+](=O)[O-])c2)CC1	4.6	-3.0
49	Cc1cc(C=C2C(=O)c3ccccc3C2=O)c(C)n1C	5.0	-5.3
50	COc1cc(OC)c(C(N)=O)c(S(=O)(=O)Cc2ccccc2)c1	-4.0	-3.8
51	O=C(Nc1cccc(C(=O)O)c1)/C(=C/c1ccc(F)cc1)NC(=O)c1ccco1	4.7	-0.2
52	Cc1ccc(C2CCCN2C(=O)Cc2ccc(F)cc2)cc1 (centres undefined)	10.8	-4.8
53	Cc1ccc(C)c(NC(=O)Cn2cnc3c(-c4ccccc4)csc3c2=O)c1	-16.0	-0.4
54	Cc1cccc(-c2ncc(C(=O)NC(C)c3ccccc3)c(N(C)C)n2)c1 (centres undefined)	-3.0	4.1
55	Cc1ccc(N2C(=O)c3ccccc3NC2c2cccc(F)c2)cc1 (centres undefined)	-6.0	11.0
56	CCN1C(=O)C2(SCCN2C(=O)C2CCCC2)c2cc(F)ccc21 (centres undefined)	55.2*	0.9
57	Cc1ccccc1-n1nc2c(c1NC(=O)c1cc(Cl)ccc1[N+](=O)[O-])CS(=O)(=O)C2	13.0	-3.0
58	COc1ccccc1N1CCN(c2ncnc(N)c2[N+](=O)[O-])CC1	9.0	0.7
59	COc1ccc(Br)c(C(=O)C(C#N)=NNc2ccc(F)cc2)c1	·	2.2
60	COc1ccc(-c2nc3cc(C)cc(C)c3o2)c(OC)c1OC	-15.4	-5.4
61	COc1ccc(C)cc1NC(=O)C12CCC(C)(C(=O)C1=O)C2(C)C (centres undefined)	22.7	-6.3
62	COc1ccc(N2CCN(CCNC(=O)c3cccs3)CC2)cc1	-15.0	-14.1
63	COc1cccc(CNC(=O)C2(C)CCCN(C(=O)Nc3cccc(Cl)c3C)C2)c1 (centres undefined)	-6.1	-6.7
64	O=S(=O)(c1ccc(Br)s1)N1CCCCC1	-19.0	-7.5
65	COCCCNC(=O)C1CCN(c2ncnc3c2nc2n3CCCCC2)CC1	-6.8	-2.8
66	Cc1cccc(CNC2CCN(c3ccc(C(=O)Nc4ccccc4)cn3)C2)c1 (centres undefined)	-4.8	-4.2
67	Cc1cc(C)n(CCNC(=O)c2ccc(-n3cccn3)nn2)n1	-14.3	-1.2
68	CCOC(=O)c1c(C(C)(C)C)oc2ccc(OCC(=O)OC(C)C)cc12	-38.6	3.3
69	CCC1=NN(C(=O)c2ccccc2Cl)C(O)(C(F)(F)F)C1 (centres undefined)	-3.0	-2.8
70	CN1C(=O)CC(C(=O)Nc2cccc(Cl)c2)SC1=Nc1ccccc1 (centres undefined)	11.0	-15.0
71	COc1ccc(-c2ccc3cc(OC)c(OC)cc3c2O)cc1OC	21.4	·
72	CC(=O)N1CCN(C(=O)c2c(C(C)C)nn(-c3ccc(F)cc3)c2C(C)C)CC1	8.1	-3.2
73	O=C(CCc1nnc(-c2ccc(Cl)cc2)[nH]c1=O)N1CCCC1	-6.9	0.9
74	CC12CCC(CC1=NOCC(O)CN1CCN(CCc3ccccc3)CC1)C2(C)C (centres undefined)	11.9	-5.4
75	Cc1c2c(cc3c1OC(=Cc1ccc4c(c1)OCO4)C3=O)CN(C(C)C)CO2	5.7	0.6
76	CCOc1ccc(/C=c2\sc3nc(=O)c(-c4ccccc4)nn3c2=O)cc1OCC	-1.0	-2.2
77	CN(C)C(=O)c1ccccc1I	-12.2	1.7
78	c1ccc(C2CCC(NCCc3c[nH]c4ccccc34)CC2)cc1 (centres undefined)	77.1*	-4.0
79	Cc1ccc(/C=C2/N=C(c3cccc([N+](=O)[O-])c3C)OC2=O)cc1	5.0	4.2
80	CCN(CC)S(=O)(=O)c1cccc(C(=O)Nc2cccc(C(=O)O)c2)c1	-5.1	-4.6
81	Cc1ccc(S(=O)(=O)n2ccnc2)cc1C	-1.9	-5.8
82	Cc1nn(-c2ccccc2)c2c1C1C(C2)C1(C)C (centres undefined)	-48.9	-1.6
83	C=CC1CCC(N(Cc2ccccc2)S(=O)(=O)c2ccc(C)cc2)C(O)C1 (centres undefined)	0.0	-2.2
84	O=C1OC(/C=C/c2ccccc2)=NC/1=C\c1ccc(Cl)cc1	12.0	2.7
85	Oc1oc(-c2ccccc2Br)nc1C=Nc1ccccn1	11.0	0.4
86	COc1ccc(CN2CCN(C(=O)c3ccc(Cl)s3)CC2)cn1	1.6	-5.4
87	CCOc1ccc(CN2CCN(c3ccccn3)CC2)cc1	-1.6	-2.4
88	COc1ccc(-n2nc(C(=O)NCC(=O)N3CCOCC3)c3ccccc3c2=O)c(OC)c1	3.0	1.3
89	COc1ccccc1C=C1Oc2c(ccc(O)c2CN2CCOCC2)C1=O	-7.5	-5.5
90	CS(=O)(=O)c1ccc(Nc2nc(C(=O)NCc3ccco3)cs2)cc1	-3.0	-11.3
91	N#CCCN(C(=O)c1noc2c1CCCC2)c1ccccc1	1.5	2.9
92	CC(C)Cc1cc(C(=O)NC(C)C)no1	-2.6	1.1
93	COc1ccccc1-c1noc(C2CCCN2C(=O)c2cccc(NC(C)=O)c2)n1 (centres undefined)	-6.2	-3.0
94	Oc1ccc(Br)cc1C=Nc1cc(Br)c2c(c1)OCCO2	1.0	-0.7
95	CC(C)(C)OC(=O)N1CCCC(C(=O)Nc2cccc(C(=O)NCCCCc3ccccc3)c2)C1 (centres undefined)	-5.0	-2.1

# Values by screen from the list:
# Compounds 86–94 in mHTT CaM bind read 1.6, -1.6, 3.0, -7.5, -3.0, 1.5, -2.6, -6.2, 1.0
